AmpC det inh = AmpC beta-lactamase inhibition, detergent assay | hit rate 0.09% among 71,000 | purified AmpC, nitrocefin hydrolysis with detergent | P00811 | Potency, µM (series often up to 28.7 µM), for inactives: top-dose activity change, negative = inhibition; active = well fitted curve in the direction sought with a large enough effect
Target sequence (P00811 whole entry, looked up): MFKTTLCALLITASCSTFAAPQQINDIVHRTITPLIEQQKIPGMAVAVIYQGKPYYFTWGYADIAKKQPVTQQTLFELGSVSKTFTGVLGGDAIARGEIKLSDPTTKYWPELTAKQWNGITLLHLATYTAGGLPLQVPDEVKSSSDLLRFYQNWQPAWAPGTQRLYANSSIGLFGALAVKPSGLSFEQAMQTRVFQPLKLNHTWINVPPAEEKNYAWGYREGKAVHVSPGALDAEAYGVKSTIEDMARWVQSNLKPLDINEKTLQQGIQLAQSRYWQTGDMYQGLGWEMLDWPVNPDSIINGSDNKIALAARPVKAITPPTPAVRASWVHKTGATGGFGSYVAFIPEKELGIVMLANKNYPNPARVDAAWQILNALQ
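E. coli AmpC (5.3 nM) in 20 mM phosphate pH 7.0 with 0.01% Triton X-100, preincubated 15 min RT with compound; nitrocefin (2 uL of 800 uM stock) hydrolysis followed by 480 nm absorbance every 20 s over 4 min.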
* hit, by the source's call; [ ] = another dose, or the depositor's remark. % is scaled to controls: 0 for no effect and ±100 for the full control effect; potency is read from the fitted curve at half-maximal effect.

The first 7 records, ahead of the listing:
SMILES	AmpC det inh
O=c1c2ccccc2ncn1Cc1nc2ccccc2s1	8%
Cc1cc(C)c2cc(C(c3nnnn3C3CCCC3)N3CCOCC3)c(=O)[nH]c2c1 (stereo unspecified)	-6%
CCS(=O)(=O)n1nc(-c2ccc(C)cc2)nc1N	-4%
CC(=O)Nc1cccc(NC(=O)CSc2nnnn2Cc2ccccc2)c1	-1%
CCOC(=O)c1nn(-c2ccc3c(c2)CCN3C(C)=O)cc1O	-3%
OCCNCCO	11%
CN(C)CCNC(=O)c1ccc(CS(=O)(=O)c2ccc(Br)cc2)o1	5%

The list itself, repeating the preview:
SMILES	AmpC det inh
O=c1c2ccccc2ncn1Cc1nc2ccccc2s1	8%
Cc1cc(C)c2cc(C(c3nnnn3C3CCCC3)N3CCOCC3)c(=O)[nH]c2c1 (stereo unspecified)	-6%
CCS(=O)(=O)n1nc(-c2ccc(C)cc2)nc1N	-4%
CC(=O)Nc1cccc(NC(=O)CSc2nnnn2Cc2ccccc2)c1	-1%
CCOC(=O)c1nn(-c2ccc3c(c2)CCN3C(C)=O)cc1O	-3%
OCCNCCO	11%
CN(C)CCNC(=O)c1ccc(CS(=O)(=O)c2ccc(Br)cc2)o1	5%
Cn1c(=O)c(=O)n(C)c2cc(S(=O)(=O)N3CCC(N4CCCCC4)CC3)ccc21	0%
O=C(O)c1ccc(Cn2cc(Cl)cn2)cc1	0%
O=C(O)C/C(=C\c1ccccc1)C(=O)O	-1%[5.75 µM]
Cc1nn(-c2cc(N3CCCCC3)ccc2N)c(=O)c2ccccc12	-5%
CS(=O)(=O)N(CC(=O)NCc1ccco1)Cc1ccc(Cl)cc1	-3%
O=C(CCn1[nH]c(=O)c2ccccc2c1=O)OC1CCCCC1	0%
CCNc1nc(N)nc(Oc2ccc(C(=O)OC)cc2)n1	3%
c1cnc(N2CCN(c3nc4ccccc4n4cnnc34)CC2)nc1	-1%
COc1cccc(NC(=O)N(Cc2ccco2)C(C)c2cccs2)c1 (stereo unspecified)	1%
COC(=O)[C@@]1(Cc2ccc(OC)cc2)[C@H]2c3cc(C(=O)N4CCCC4)n(C[C@H](O)CO)c3C[C@H]2CN1C(=O)c1ccccc1	2%
CCc1nnc(NC(=O)CCC(=O)N2CCN(Cc3ccccc3)CC2)s1	-5%
O=C(Nc1ccccc1)N1CCC2(CCNCC2)CC1	1%
CCOC(=O)c1c(NCc2ccc3c(c2)OCO3)c2ccccc2[nH]c1=O	-1%
Cc1cc(C)c(NC(=O)CN2C(=O)NC3(CCCCC3)C2=O)c(Cl)c1	0%
O=C(c1cnn2c(C(F)F)cc(-c3ccccc3)nc12)N1CCN2CCCC2C1 (stereo unspecified)	-4%
CN1CCN(c2ncc3nc(-c4cccc(C#N)c4)c(=O)n(C)c3n2)CC1	-5%
O=C(CNS(=O)(=O)c1ccc(Br)s1)N1CCN(c2ncccn2)CC1	15%
Cc1cc(C)c(C#N)c(N2CCCC(C(N)=O)C2)n1 (stereo unspecified)	1%

Continued.
SMILES	AmpC det inh
Cc1ccc(SCN2CCCCC2)cc1 (tested in a mixture with another compound)	-4%[5.75 µM]
C=CCn1c(SCC(=O)NCc2ccc3c(c2)OCO3)nnc1C1CCCCC1	-3%
CSc1nnc(-c2ccccc2)c(=O)[nH]1	-1%
CCn1c(SCC(=O)Nc2ccc3c(c2)OCCO3)nnc1-c1ccccn1	15%
Cc1oc(-c2ccccc2F)nc1CS(=O)(=O)CC(=O)N1CCCCCC1	7%
CC(C)CCNC(=O)CN(C(=O)Cn1nnc(-c2ccc(F)cc2)n1)C1CCCC1	15%
CCNC(=O)[C@@H]1O[C@@H](n2cnc3c(N)ncnc32)[C@@H](O)[C@H]1O	-2%
Cc1nccn1-c1ncnc2sc3c(c12)CCCC3	0%
Cc1ccc2cc(C)c(N3CCN(c4ccccn4)CC3)nc2c1	-4%
CC(C)CN(C(=O)COC(=O)CCc1c[nH]c2ccccc12)C1CCS(=O)(=O)C1 (stereo unspecified)	-1%
CCc1c(C)c(C#N)c2nc3ccccc3n2c1Nc1c(C)n(C)n(-c2ccccc2)c1=O	0%
CC(=O)c1c(C)nn(C(=O)c2cccs2)c1C	12%
Cc1c(Cl)ccc2c1NC(=O)[C@]21[C@@H]2C(=O)N(Cc3ccccc3)C(=O)[C@@H]2[C@@H]2CCCN21	-3%
Cc1cc(C)n(S(=O)(=O)c2cc(Cl)ccc2Cl)n1	-3%
COCCN(CC(=O)Nc1cccc(C)c1)S(=O)(=O)c1ccc(S(=O)(=O)N2CCCC2)cc1	-5%
N#Cc1c(NC(=O)c2ccc(Cn3cc(Br)cn3)o2)sc2c1CCCCCC2	2%
COc1ccc(NC(=O)C(F)(OC)C(F)(F)F)c(OC)c1 (stereo unspecified)	-2%
O=C1NCCN1Cc1cccc(Cl)c1	16%
O=c1[nH]c(SCc2ccccc2Cl)nc2c1cnn2-c1ccccc1	8%
CC(C)C(=O)CP(=O)(O)O	-4%[5.75 µM]
O=C(CSc1n[nH]c(-c2ccco2)n1)N1c2ccccc2Sc2ccccc21	0%
C=CCOC(=O)C1=C(C)NC(C)=C(C(=O)OCC=C)C1c1ccc(O)cc1	8%
O=S(=O)(c1ccc(Cl)cc1)c1ccccn1	-6%
COc1ccccc1N1CCN(Cc2ccc(OC)c3ccccc23)CC1	8%
COc1cc(S(=O)(=O)N2CCN(C(=O)c3ccccc3F)CC2)c(OC)cc1NC(C)=O	0%

Continued, overlapping the part above by 2 compounds.
SMILES	AmpC det inh
COc1ccccc1N1CCN(Cc2ccc(OC)c3ccccc23)CC1	8%
COc1cc(S(=O)(=O)N2CCN(C(=O)c3ccccc3F)CC2)c(OC)cc1NC(C)=O	0%
Cc1nc2ccccn2c1/C(O)=C1\C(=O)C(=O)N(CCN2CCOCC2)C1c1cccs1 (stereo unspecified)	-5%
Cc1noc(C)c1S(=O)(=O)N(C)CC(=O)NCc1ccccc1	-2%
CCN1CCN(C(c2cccs2)C(C)NC(=O)c2cccc(OC)c2OC)CC1 (stereo unspecified)	10%
O=C(Oc1ccc(-c2ccccc2)cc1)N1CCCCC1	-5%
N/C(COc1ccc(C(=O)O)cc1)=N\O	-1%
CCN(Cc1nc2ccccc2c(=O)[nH]1)Cc1cc(=O)oc2cc(C)c(C)cc12	-1%
Cc1cc(C)c(S(=O)(=O)N2CCN(c3nc4c(c(=O)n(C)c(=O)n4C)n3C)CC2)c(C)c1	13%
COc1ccc(/C(O)=C2/C(=O)C(=O)N(CCN(C)C)C2c2ccccc2)cc1Cl (stereo unspecified)	8%
Cc1ccc2oc(=O)n(CCOc3ccccc3Cl)c2c1	9%
O=C(NC1CCCC1)C(c1ccc(O)cc1)N(CC1CCCO1)C(=O)C1COc2ccccc2O1 (stereo unspecified)	3%
CCC(=O)N(CC)c1nc(-c2ccc(OC)cc2)cs1	1%
O=C(NC1CCN(Cc2ccccc2)CC1)C1CCN(S(=O)(=O)c2cccc3nsnc23)CC1	-3%
COC(=O)Cc1c(C)nc2nc(NCc3c(F)cccc3Cl)[nH]n2c1=O	-3%
COCCNC(=O)c1ccc(N2CCCCC2)c(NS(=O)(=O)c2ccc(C)cc2)c1	12%
CCN(CC)C(=O)c1ccc(NC(=O)Cn2nc(C)c3ccccc3c2=O)cc1	-2%
COc1ccc(S(=O)(=O)N2CCCC2C(=O)Nn2cnnc2)cc1 (stereo unspecified)	12%
C#CCCCC(=O)Nc1ccccc1	-2%
CCOC(=O)c1nc(S(C)(=O)=O)ncc1N1CCOCC1	-4%
COC(=O)c1ccccc1NC(=O)CN1CCC(C(=O)c2ccc3c(c2)OCCO3)CC1	1%
C=CC(=C)CC(NC)c1ccccc1 (stereo unspecified)	0%
CN(C)C(=O)c1ccc(-c2ccc3ncnc(NCc4cccs4)c3c2)cc1	4%
COc1ccc(NC(=O)CSc2nccn2-c2cccc(OC)c2)cc1	1%
O=C(COC(=O)c1ccc(=O)n(Cc2ccccc2)n1)Nc1ccc2c(c1)OCCO2	3%
CCOc1ccc(NC(=O)C2CCC(N3C(=O)C4CC=CCC4C3=O)CC2)cc1 (stereo unspecified)	2%
O=C(CCc1ccc(S(=O)(=O)N2CCOCC2)cc1)NCCCN1CCCC1=O	-5%

Remaining list, next part
SMILES	AmpC det inh
CCCc1nc2ccccc2c(=O)n1/N=C/c1ccc(O)c(O)c1	-6%
CCc1ccccc1N(C)C(=O)CCc1nc(-c2ccc(C)cc2)no1	1%
Cc1ccc(C(=O)/C=C/Nc2ccccc2C(N)=O)o1	-2%
O=C(NCc1ccco1)C1CCCCN1S(=O)(=O)c1ccc(F)cc1 (stereo unspecified)	-2%
COc1cc(C(=O)Nc2nc(OC)c(-c3ccccc3)c(OC)n2)cc(OC)c1OC	0%
COc1ccc(OCC(O)Cn2c(Nc3ccccc3)nc3c2c(=O)n(C)c(=O)n3C)cc1 (stereo unspecified)	-1%
O=C(NCc1ccco1)c1c[nH]c2ccc(S(=O)(=O)N3CCOCC3)cc2c1=O	-2%
Cc1cc2c(c(Sc3ccccc3)n1)C(=O)OC2	8%
Cc1noc(C)c1C(=O)OCC(=O)/C=C1\N(C)c2ccccc2C1(C)C	-4%
CC(=O)c1ccc(NC(=O)CCc2c(C)nc3ncnn3c2C)cc1	0%
CCOc1ccc(NS(=O)(=O)c2ccc3[nH]c(=O)oc3c2)cc1	13%
Cc1ccc(S(N)(=O)=O)cc1	9%
O=C(Nc1ccccc1)c1cccnc1Nc1ccccc1	-4%
Clc1cccc(Nc2nnc(-c3ccccc3)c3ccccc23)c1	3%
O=C(OC(C(=O)NCc1ccc2c(c1)OCO2)c1ccccc1F)c1ccco1 (stereo unspecified)	7%
Cc1nc2cnc(Oc3cccc(Cl)c3)nc2n(CCc2ccccc2)c1=O	-2%
Clc1c(-c2nnc3n2CCCCC3)sc2ccccc12	2%
COc1ccc(-c2nc3cnc(N4CCNCC4)nc3n(-c3ccccc3)c2=O)cc1	2%
CCSc1nnc(NC(=O)c2ccccc2)s1	6%
CC(C)OCCCNC(=O)Cn1nc(-c2ccccc2)ccc1=O	-3%
NC(=O)CCCCn1ccc(NC(N)=NCC(F)(F)F)n1	0%
C(=C/c1ccccc1)/CN1CCN(CCOC(c2ccccc2)c2ccccc2)CC1	-1%
Cc1cc(C(F)(F)F)nn1CC(=O)Nc1cccnc1	9%
O=c1[nH]c(=O)n(C2CCCCCC2)c(O)c1C=NCc1ccc(F)cc1	2%
CCO/C=N/c1c(C#N)c(CC#N)nn1-c1ccccc1	-3%

The listing continues:
SMILES	AmpC det inh
Cc1c(C(=O)OCc2ccccc2)nnn1-c1nonc1N	-10%
CCOc1cc(N2CCOCC2)c(OCC)cc1NC1=NCCCCC1	-6%
CC1=[N+]([O-])C2(N)CCc3nonc3C2(O)C1 (stereo unspecified)	8%
COCCCn1c(SCC(=O)Nc2ccc(C(C)=O)cc2)nc2ccccc2c1=O	-6%
COCC(=O)NC(C)c1nc2ccccc2[nH]1 (stereo unspecified)	-3%
O=C1CC(C(F)(F)C(F)(F)C(F)(F)C(F)F)=Nc2ccccc2N1	-4%
CCCCNC(=O)c1cn(C)c2ccc(S(=O)(=O)N3CCOCC3)cc2c1=O	-3%
CCCN(CCC)CCNC(=O)C1CCN(Cc2nc(-c3ccc(Cl)cc3)oc2C)CC1	-2%
CCC(=O)Nc1cccc(C(=O)c2ccccc2)c1	-3%
CC(C)C[C@@H](CC(=O)N[C@@H](CCCN)CC(=O)N[C@@H]1CCNC[C@H]1C(=O)N[C@H](CC(=O)N[C@@H](CCC(=O)O)CC(=O)O)Cc1c[nH]c2ccccc12)NC(=O)[C@@H]1CCCC[C@H]1N	-9%
COc1ccc(CCNC(=O)C(C)OC(=O)c2ccco2)cc1OC (stereo unspecified)	-5%
CCc1ccc(S(=O)(=O)NCc2cn3ccsc3n2)s1	-1%
Cc1cc(C(=O)Nc2ccc(S(=O)(=O)N3CCCC3)cc2)cs1	-5%
CCCCNC(=O)c1cc(-c2ccc(F)cc2)on1	7%
CCC(C)NC(=O)c1cnc2n(c1=O)CCS2 (stereo unspecified)	7%
CCOC(=O)c1c(N)n(CCOC(=O)c2cccs2)c2nc3ccccc3nc12	9%
CN1CCN(C(=O)c2cc3nc(-c4ccccc4)cc(C(F)(F)F)n3n2)CC1	-5%
CCOC(=O)C1CCCCC12C(C#N)=C(N)Oc1n[nH]c(C)c12 (stereo unspecified)	8%
O=C(Cc1cccs1)NCc1ccc2c(c1)OCO2	-1%
Cn1ncc2c(Nc3ccc4ccccc4c3)ncnc21	6%
C=CCN(C(=O)CCC(=O)Nc1cc(C)on1)C(C(=O)NC(C)(C)C)c1cccc(OC)c1OC (stereo unspecified)	-4%
O=C1CCCN1c1ccc(S(=O)(=O)N2CCN(c3ccccn3)CC2)cc1	-4%
COc1ccc(N(CC(=O)Nc2cccc(OC)c2)S(=O)(=O)c2c(C)nn(C)c2C)cc1	1%
COC(=O)CCC(NC(=O)OCc1ccccc1)C(=O)NC(CC(C)C)C(=O)OC (stereo unspecified)	-2%
O=C(O)C1CCCCC1C(=O)Nc1ccccc1Nc1ccccc1 (stereo unspecified)	8%
Cc1cccc(NC(=O)c2cc(-c3ccco3)nc3ccccc23)n1	-3%
O=C(O)C1Sc2[nH]c(=O)sc2C2c3cc(Cl)ccc3OC(=O)C12 (stereo unspecified)	-1%
CC[N+](CC)(CCO)CCCN1C(=O)C2CC=C(Cl)CC2C1=O (stereo unspecified)	-2%

Sorted by count of non-hydrogen atoms (lowest first): part of the list above.
SMILES	AmpC det inh
O=C(O)C1Sc2[nH]c(=O)sc2C2c3cc(Cl)ccc3OC(=O)C12 (stereo unspecified)	-1%
CCOC(=O)c1c(N)n(CCOC(=O)c2cccs2)c2nc3ccccc3nc12	9%
CCCN(CCC)CCNC(=O)C1CCN(Cc2nc(-c3ccc(Cl)cc3)oc2C)CC1	-2%

Source: PubChem

A portion of the library; the hit share may differ from the screen's.
